# Compound activity from PubChem BioAssay.
# EWS-Fli block: EWS/Fli-driven NR0B1 reporter inhibitors, primary screen, A673 cells, NR0B1 luciferase, luminescence, MLPCN library; viability-normalised; inhibition, % at 12.6 µM; actives 0.67% (n = 350,000); AID 651661, 2012;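 active means mean inhibition of at least 50% after viability correction, with every replicate also passing that limit; inconclusive means mean reaches 50% but only one of two replicates passes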;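 further: firefly luciferase signal divided by Alamar Blue viability fluorescence both relative to DMSO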
# E-selectin induc: E-selectin induction in HUVECs, primary screen, imaging, HUVEC, immunofluorescence imaging, single point. P16581. normalized: neutral wells 0, TNF-alpha wells 100. activation, % at 7.58 µM. actives 0.37% (n = 260,000). AID 686992, 2013;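 active means mean E-selectin-positive cell signal at least 10% of the positive control, reached in at least 60% of replicates, without over 20% cell loss; inconclusive means no rule given, readout overlaps actives, possibly toxicity-flagged; inactive means the rest, including those meeting only one limit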;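 further: in these data hits start at about 27%; measured in HUVEC primary endothelial cells; signal is the percent of cells scored E-selectin positive by PE staining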
#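 Assay system: HUVEC primary endothelial cells. Input: 3,000 HUVEC seeded per well. Doses: one compound dose added by pin transfer. Read-out basis: % PE-positive cells. Benchmarks: TNF-alpha high, DMSO low. Detection: immunofluorescence imaging. Buffer or medium: EGM-2, gelatin.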
# esBAF inh: Bmi1 luciferase reporter increase in mESCs, primary screen, esBAF inhibitor project, mouse ES cells, Bmi1 luciferase knock-in, single point; 24 h; 100% = twice the neutral-well signal; reporter increase, % at 12.5 µM; actives 2% (n = 350,000); AID 602393, 2012; in the data active means activation above about 40%; inconclusive means no clear call, values can overlap the other calls;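 further: 0% = median of the plate's neutral control wells and 100% = double that signal; a rise in the Bmi1 reporter signal indicates esBAF inhibition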
# RAD54 inh: inhibitors of human RAD54 branch migration, primary screen, biochemical, fluorescence, single point | DNA repair and recombination protein RAD54-like (Homo sapiens), Q92698 | inhibition, % at 10.4 µM | AID 602329, 2012 | RAD54 Holliday junction branch migration, FAM/BHQ fluorescence | actives 0.14% (n = 360,000);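 active means mean normalized replicate activity at least 40 and at least half of replicates scoring 40 or more; inconclusive means only one of the two criteria met; inactive means mean below 40 and under half of replicates reaching 40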;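 further: 0% = median of neutral control wells and 100% = median of positive control wells; inhibitors cause a drop in the FAM fluorescence signal; in these data hits start at about 50%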
# FN deposit inh: inhibitors of fibronectin matrix deposition, primary screen, AH1F cells, Alexa488-fibronectin fluorescence, plate reader. AH1F fibroblasts, overnight. inhibition, % at 12.6 µM. actives 0.086% (n = 350,000);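 active means mean inhibition across replicates of 30% or more, regardless of how many single replicates reach that level; inconclusive means mean under 30% yet at least half of replicates reach 30%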;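 further: positive control wells lacked labelled fibronectin entirely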
#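 Measured by – fluorescence 485/525 nm · System – AH1F fibroblast monolayer, labelled fibronectin deposition · Amount – 10000 cells per well · Buffer or medium – serum-reduced DMEM (2% serum) · Doses – single dose, pinned · Also added – fluorescent fibronectin at 24 nM final · Schedule – 1 h cell attachment, overnight exposure to compound and label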
# S100A4 MyoIIA: inhibitors of S100A4-myosin IIA peptide binding, primary screen, biochemical, fluorescence polarization, TAMRA-MyoIIA peptide; Protein S100-A4 (Homo sapiens), P26447; inhibition, % at 10.7 µM; actives 0.14% (n = 360,000); AID 652163, 2013;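 active means mean inhibition of at least 70% across replicates, with every replicate also reaching that level; inconclusive means mean inhibition reaches 70% but some replicates fall short; inactive means mean inhibition below 70%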
# Target sequence (P26447 whole entry, looked up): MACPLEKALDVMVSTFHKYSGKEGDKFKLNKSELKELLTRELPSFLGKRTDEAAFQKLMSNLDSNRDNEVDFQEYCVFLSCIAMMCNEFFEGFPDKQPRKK
#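 Test system: S100A4 monomer protein. Medium: HEPES buffer with Ca2+, pH 7.2. Reagent: fluorescent myosin IIA peptide, 5 nM. Compound dosing: single-point compound testing. Timing: 5 min between mix addition and reading. Benchmarks: DMSO neutral and TFP positive wells.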
# Xi reactivation: activators of inactive X chromosome reactivation, primary screen, imaging, XiGFP fibroblasts, GFP high-content imaging, set 2; XiGFP mouse fibroblasts, % GFP-positive cells imaging, 3 d; cells co-treated with 5-aza-dC sensitizer; scaled so ellipticine positive control = 100%; activation, % at 7.58 µM; actives 0.055% (n = 360,000);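 active means mean normalized replicate activation at least 10% and every replicate at or above 10%; inconclusive means only one of the two criteria met; inactive means mean below 10% and not all replicates reach 10%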;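 further: 0% = median of on-plate neutral control wells and 100% = ellipticine 6 µM median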
#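 assay system = SV40-immortalized XiGFP fibroblast cells, line 68-5-11 | buffer or medium = DMEM plus 5-aza-dC sensitizer | doses = single-point pinned compound dosing | times = 3-day compound exposure, then 15 min fixation at room temperature | benchmarks = positive control ellipticine, 6 µM final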
# RAD52 anneal inh: RAD52 DNA annealing inhibitors, primary screen, biochemical, FRET, single point, set 2; DNA repair protein RAD52 homolog (Homo sapiens), P43351; recombinant RAD52 DNA annealing, FRET fluorescence; inhibition, % at 18.7 µM; actives 0.46% (n = 360,000); AID 651710, 2012;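 active means every replicate showing at least 50% inhibition; inconclusive means mean inhibition at least 50% but not in every replicate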
# Target sequence (P43351 whole entry, looked up): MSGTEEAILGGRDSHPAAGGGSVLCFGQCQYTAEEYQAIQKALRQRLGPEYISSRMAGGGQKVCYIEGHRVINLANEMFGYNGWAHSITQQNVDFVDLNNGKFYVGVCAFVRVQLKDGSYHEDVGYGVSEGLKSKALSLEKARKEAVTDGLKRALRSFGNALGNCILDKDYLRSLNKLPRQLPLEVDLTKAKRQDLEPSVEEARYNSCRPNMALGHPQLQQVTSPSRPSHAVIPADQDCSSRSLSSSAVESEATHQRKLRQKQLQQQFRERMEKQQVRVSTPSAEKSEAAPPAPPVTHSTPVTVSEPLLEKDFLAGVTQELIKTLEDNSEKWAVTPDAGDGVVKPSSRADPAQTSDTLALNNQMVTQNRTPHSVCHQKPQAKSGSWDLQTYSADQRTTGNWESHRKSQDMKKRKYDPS
# * = called active by the depositor; ? = inconclusive; · = not tested or not shown; & = joins results of further samples.
SMILES,EWS-Fli block,E-selectin induc,esBAF inh,RAD54 inh,FN deposit inh,S100A4 MyoIIA,Xi reactivation,RAD52 anneal inh
C[C@@H]1CN([C@H](C)CO)C(=O)c2cccc(NC(=O)Nc3cccc4ccccc34)c2O[C@@H]1CN(C)C(=O)Nc1ccc2c(c1)OCO2,-4,0.3,3,2,-6,-10,-0.9,1
Cc1ccc2oc(-c3cccc(N)c3)nc2c1,27,0.7,-32,7,-7,-3,-0.1,-5
CCOC(=O)c1nnn(-c2nonc2N)c1-c1ccc(F)cc1,2,3.9,-8,1,7,0,0.7,-12
Cc1cc2oc(C(=O)Nc3ccc(S(N)(=O)=O)cc3)c(C)c2cc1Cl,1,·,·,·,-22,3,0.0,-16
C[C@H]1CN([C@@H](C)CO)C(=O)c2cc(NC(=O)Cc3ccccc3)ccc2O[C@H]1CN(C)CC1CCCCC1,11,·,2,7,-9,10,-1.2,6
O=C(Nc1cccc(Cl)c1)N[C@@H]1CC[C@@H](CCNC(=O)C2CCC2)O[C@H]1CO,4,-0.5,-1,-9,·,2,0.2,11
COc1cc(C(=O)NC(=S)Nc2ccc(Cl)c(C(=O)O)c2)cc(OC)c1OC,·,·,-2,-3,3,2,·,-20
C[C@H](CO)N1C[C@H](C)[C@H](CN(C)Cc2ccc(C(F)(F)F)cc2)Oc2c(NC(=O)Nc3ccccc3)cccc2C1=O,-6,0.7,-3,7,·,-7,0.3,2
C[C@@H]1CN([C@H](C)CO)C(=O)Cc2cc(NC(=O)NC3CCCCC3)ccc2O[C@H]1CN(C)S(C)(=O)=O,-9&10,?,-3&5,-4&-2,·,9&9,0.3,-4&5
CC(C)C(=O)Nc1ccc2c3c(cccc13)CC2,-5,·,1,7,2,-3,-0.1,-9
C[C@@H]1CN([C@@H](C)CO)C(=O)c2cc(C3=CCCCC3)cnc2O[C@H]1CN(C)Cc1ccc(C(=O)O)cc1,1,-0.3,-2,13,0,5,0.0,3
CNC(=O)c1cc(C(=O)c2ccccc2Br)c[nH]1,-1,-0.2,14,-3,0,-3,0.0,-19
COc1ccccc1C(=O)NNC1CC(=O)N(c2ccc3c(c2)OCCO3)C1=O (stereo not given),13,·,·,0,5,-5,0.0,-16
Cc1ccc(S(=O)(=O)Nc2ccc3c(c2)C(=O)N([C@H](C)CO)C[C@@H](C)[C@H](CN(C)Cc2ccc4c(c2)OCO4)O3)cc1,-6,-0.6,1,-18,·,-4,-0.5,15
COc1cc(C(=O)N2CC(=O)Nc3ccccc32)cc(OC)c1OC,-10,0.0,2,-8,3,-2,0.1,-16
COc1ccccc1S(=O)(=O)Cc1ccc(C(=O)NCc2ccc3c(c2)OCO3)o1,1,-0.4,-2,-2,4,0,0.3,-2
O=C(c1ccncc1)N1CC(=O)N2[C@H](C1)[C@@H](c1ccc(-c3ccccc3)cc1)[C@@H]2CO,54*,-0.1,·,·,·,-9,0.0,-1
CC(=O)N1CCN(C(=O)C2(NC(=O)Nc3ccc(C)cc3)CCCCC2)CC1,-19,-0.1,21,-3,-1,-1,0.4,-2
COc1ccc2c3c([nH]c2c1)[C@@H](CO)N(C(=O)c1ccc(F)cc1)CC31CN(C(=O)NC(C)C)C1,0,0.1,·,·,·,-4,-0.1,-7
CCOC(=O)N1CCC(c2cc(=O)n3[nH]cc(C(=O)OC)c3n2)CC1,4,0.2,4,6,6,12,0.1,-14
COC(=O)CCC(=O)N1CCCC(N2CCN(c3ccc(OC)cc3)CC2)C1 (stereo not given),-6,0.0,-14,-1,-1,-10,0.0,-10
CCCN(C)C[C@H]1OCCCC[C@@H](C)Oc2ccc(NS(=O)(=O)c3cn(C)cn3)cc2C(=O)N([C@H](C)CO)C[C@@H]1C,-5,0.8,2,10,·,-4,0.0,-4
CC(=O)N1[C@H](C(=O)N(C)C)[C@@H](CO)[C@@H]2Cn3c(ccc(-c4ccccc4F)c3=O)[C@@H]21,2,0.0,-1,7,·,13,0.6,-13
CO[C@H]1CC[C@@H]2CCN(C)C(=O)[C@@H](C)[C@H](OC)CN(C)C(=O)c3cccc(C#N)c3OC[C@@H]1O2,-12,0.1,-1,-8,-1,4,0.1,8
O=C(N/N=C/c1ccccn1)c1ccc(NC(=O)c2cccc([N+](=O)[O-])c2)cc1,3,·,·,·,·,-7,0.1,-2

# Part of the list above, tab-delimited:
structure	EWS-Fli block	E-selectin induc	esBAF inh	RAD54 inh	FN deposit inh	S100A4 MyoIIA	Xi reactivation	RAD52 anneal inh
O=C(Nc1cccc(Cl)c1)N[C@@H]1CC[C@@H](CCNC(=O)C2CCC2)O[C@H]1CO	4	-0.5	-1	-9	·	2	0.2	11
COc1cc(C(=O)NC(=S)Nc2ccc(Cl)c(C(=O)O)c2)cc(OC)c1OC	·	·	-2	-3	3	2	·	-20
C[C@H](CO)N1C[C@H](C)[C@H](CN(C)Cc2ccc(C(F)(F)F)cc2)Oc2c(NC(=O)Nc3ccccc3)cccc2C1=O	-6	0.7	-3	7	·	-7	0.3	2
C[C@@H]1CN([C@H](C)CO)C(=O)Cc2cc(NC(=O)NC3CCCCC3)ccc2O[C@H]1CN(C)S(C)(=O)=O	-9&10	?	-3&5	-4&-2	·	9&9	0.3	-4&5
CC(C)C(=O)Nc1ccc2c3c(cccc13)CC2	-5	·	1	7	2	-3	-0.1	-9
C[C@@H]1CN([C@@H](C)CO)C(=O)c2cc(C3=CCCCC3)cnc2O[C@H]1CN(C)Cc1ccc(C(=O)O)cc1	1	-0.3	-2	13	0	5	0.0	3
CNC(=O)c1cc(C(=O)c2ccccc2Br)c[nH]1	-1	-0.2	14	-3	0	-3	0.0	-19

# Further records follow.
SMILES,EWS-Fli block,E-selectin induc,esBAF inh,RAD54 inh,FN deposit inh,S100A4 MyoIIA,Xi reactivation,RAD52 anneal inh
C=CCOc1ccc(Cl)cc1CNC1CCCC1,-3,-0.4,·,·,6,0,-0.9,5
COC(=O)CSc1nc(SC)nc2c1sc1nc(-c3ccco3)c3c(c12)CC(C)(C)OC3,-2,0.0,·,-2,-4,-1,·,-9
Cc1sc2ncnc(SCC(=O)NC3CCS(=O)(=O)C3)c2c1C (stereo not given),-2,0.0,0,7,6,-2,0.0,-8
C[C@H](CO)N1C[C@H](C)[C@H](CN(C)Cc2ccc(Oc3ccccc3)cc2)Oc2ccc(NC(=O)Cc3cn(C)c4ccccc34)cc2C1=O,16,1.1,-2,-1,·,0,-0.8,-20
COc1cc([N+](=O)[O-])cc(/C=N/NC(=O)Cn2nccc2C)c1O,7,·,-6,-27,5,5,-0.1,-22
CCOc1ccc2nc(S(=O)(=O)NC(=O)C3(C)CCN3C(=O)c3c(C)noc3C)sc2c1 (stereo not given),-1,-0.1,1,7,-2,-4,0.0,-10
CCOc1cc(C(C(=O)NCC2CCCO2)N(C(=O)Cn2nnc3ccccc32)c2ccccc2C(C)=O)ccc1O (stereo not given),4,0.6,7,·,-7,-3,0.1,1
Cc1cccc(CN(C)C[C@H]2OCc3cnnn3CCCC(=O)N([C@H](C)CO)C[C@H]2C)c1,-1,0.1,0,-8,-6,1,-0.2,7
Cn1c(N)c(C(=O)COC(=O)C(Cc2ccccc2)NC(=O)c2ccccc2)c(=O)n(C)c1=O (stereo not given),-7,·,·,·,-2,3,0.0,-8
Cc1cc(N2CCOCC2)n2cc(-c3ccc(F)cc3)nc2n1,30,·,·,·,-6,0,0.1,-5
O=C(c1cc2c(=O)n3ccccc3nc2s1)N1CCN(Cc2ccccc2)CC1,8,-0.1,-1,6,3,-2,0.2,-16
C[C@@H]1CN([C@H](C)CO)C(=O)c2cc(NS(=O)(=O)c3cn(C)cn3)ccc2O[C@@H]1CN(C)S(=O)(=O)c1cn(C)cn1,-2,0.1,-2,·,·,·,0.5,·
O=C1NC(=S)N(C(=O)c2ccc(F)cc2)/C1=C/c1cccnc1,-5,·,·,-2,-20,-16,-0.1,-9
COc1ccc(NC(=O)c2ccc[n+]([O-])c2)cc1,-15,·,0,-13,1,1,0.2,0
CCn1c(SCC(=O)Nc2ccc(N3CCOCC3)cc2)nnc1-c1ccncc1,·,·,-1,-10,13,3,0.0,-9
Cc1ccc(CN2C(=O)CN(S(C)(=O)=O)CC2(C)C(=O)NC(C)C)cc1 (stereo not given),-4,-4.9,·,·,·,10,0.3,-18
CN(C)S(=O)(=O)c1ccc(C(=O)NCCc2ccco2)cc1,-61,·,18,-10,21,0,0.0,-9
O=C(NCCCc1ccccc1)c1cc([N+](=O)[O-])ccc1Cl,7,·,·,-9,1,3,-0.1,1
N#CC1=C(N)N2C(=C(C#N)C1c1cccc(Br)c1)Nc1ccccc12 (stereo not given),36,0.0,·,·,7,13,-0.1,-47
COc1ccc(/C=N/Nc2nc3ccccc3[nH]2)cc1OC,-19,-0.1,·,13,2,4,0.2,13
C[C@H]1CN([C@@H](C)CO)C(=O)Cc2cc(NC(=O)Nc3ccccc3)ccc2O[C@H]1CN(C)S(=O)(=O)c1ccc(F)cc1,7,-0.1,8,8,·,7,-0.1,11
COC(=O)c1ccc(OCC(O)CN2CCN(C(=O)c3ccco3)CC2)c(OC)c1 (stereo not given),-3,·,6,-1,-10,-2,0.1,-10
O=C(COc1ccccc1Cl)NCCNC(=O)c1ccco1,-5,-0.1,-4,-2,1,1,0.0,-6
C/C(=N\NC(=O)c1c(-c2ccccc2Cl)noc1C)c1cccc(NC(=O)C(C)C)c1,0,-1.7,·,0,-1,-2,0.0,-11
CC(=O)N1CC(=O)N2[C@H](CO)[C@@H](c3ccc(-c4ccc(C)cc4)cc3)[C@@H]2C1,0,-0.5,·,·,·,-5,0.2,10
C=CCNC(=O)/C(C#N)=C\c1cc(Cl)c(OCC)c(OC)c1,·,1.8,·,-10,-12,·,-0.1,·
COc1ccc(S(=O)(=O)Nc2ccc3c(c2)C(=O)N([C@H](C)CO)C[C@@H](C)[C@@H](CN(C)Cc2ccc4c(c2)OCO4)O3)cc1,4,0.0,2,5,2,-15,0.0,-6
CCCC(=O)Nc1c(-c2ccccc2Cl)c(=O)c2ccccc2n1C,5,-0.1,-6,-2,3,-5,0.0,-2
